Source: PubChem BioAssay (several laboratories)
MT stabilizer: microtubule stabilizers in HeLa cells; HeLa tubulin immunostaining HCS, 24 h; share of cells brighter than vehicle mean+2SD; % tubulin-high responders, % at 10 µM; hit rate 0.83% among 200,000;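 active means plate Z-score above 3 for both tubulin-high and condensed-nucleus cell shares, with cell loss under 80%, at 10 µM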;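 further: anti alpha tubulin signal scored within the nucleus-defined area of each cell; some results filed as inactive read as strong as hits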
b-catenin transl: alters nuclear translocation of beta-catenin in HeLa cells; immunofluorescence imaging; nuclear translocation activity, % at 5 µM; hit rate 0.3% among 190,000; AID 1665;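 active means nuclear translocation activity above 50% at 5 µM, with a well cell count of 50 or more; inconclusive means wells under 50 cells across six images, flagged as toxic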;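 further: per-cell ratio of nuclear to cytoplasmic median beta-catenin stain intensity; plate controls were DMSO negative control for no effect and GSK-3 inhibitor IX positive control for full effect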
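Test system: HeLa cells, endogenous beta-catenin; Compound: single 5 µM dose plus 0.02–20 µM confirmation series; Times: compound exposure 24 h at 37°C; Signal: fluorescence imaging of beta-catenin antibody stain plus DAPI; Read-out: % activation, nuclear-to-cytoplasmic median beta-catenin signal ratio per cell.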
Yfh1-off respiration: mitochondrial function rescue without frataxin homolog – Friedreich's ataxia, plus single-dose screen, dose response (AID 1465). hit rate 0.074% among 220,000. fold induction at 50 µM; hits with a dose series show EC50 in µM. S. cerevisiae Yfh1-off respiration, WST-1 reduction, 72 h; higher fold induction means a stronger effect;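 active means fold induction of absorbance versus untreated yeast above a set limit, then at least 30% activation at any dose in follow-up; inconclusive means repeats straddling the limit, or above it without dose testing; inactive means fold induction below the set limit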;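 further: activators that raise dye reduction in frataxin-depleted yeast; strong numbers were not always called active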
Ins promoter up: MIN6 insulin promoter up-regulation | MIN6 insulin promoter-GFP reporter, high-content imaging; stronger effect = higher value | z-score at 5 µM | hit rate 0.3% among 190,000 | AID 1625;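 active means z-score above 3 at 5 µM with at least 500 cells counted in the well; inconclusive means wells under 500 cells, flagged as cytotoxic or low count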
WT yeast gro inh: growth inhibition of WT yeast, mitochondrial fusion screen; mitochondrial fusion phenotypic screen, WT strain; inhibition, % at 10 µM; hit rate 2.1% among 190,000; AID 1362; in the data active means inhibition above about 58%; tested in S. cerevisiae
HIV peptide binding: cell-free HIV fusion peptide-binding blockers – biochemical, uHTS, fluorescence dequenching, primary screen (AID 1986); cell-free peptide binding, fluorescence dequenching, 30 min; higher % means a stronger effect; one-dose inhibition, % at 20 µM; IC50 in µM for titrated hits; hit rate 0.3% among 290,000; in the data active means inhibition mostly above about 52%, no sharp cut-off; inactive means mostly below about 76%; further: some results filed as inactive read as strong as hits
Autophagy mod: autophagy modulation, high-content screen; MEF GFP-LC3 puncta imaging; test concentration mostly 10 µM; hit rate 0.98% among 190,000; calls only at 10 µM (by protocol);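 active means percentage of spot-positive cells more than 3 SD above its plate mean, without a fluorescence outlier flag or 80% toxicity; inconclusive means no clear call, values can overlap the other calls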;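 further: spot-positive cell cutoff set from DMSO-treated cells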
AID2073: inhibitors of Mint1-CaV2.2 protein interaction, biochemical, HTRF (AID 2073) | inhibition, % at 20 µM, or IC50 in µM where a hit was titrated | hit rate 0.19% among 290,000 | HTRF protein-protein interaction, Mint1-CaV2.2; higher % means a stronger effect; in the data active means inhibition mostly above about 51%, no sharp cut-off; inconclusive means no clear call, values can overlap the other calls; inactive means mostly below about 53%; further: some results filed as inactive read as strong as hits
Dynein cargo inh: blocks dynein driven cargo transport along microtubules; 3617.4 mouse cells, GR-EGFP nuclear translocation imaging; test concentration mostly 20 µM; stimulated with dexamethasone, 1 µM; stronger effect = lower value; z-score, hits read low; hit rate 0.47% among 220,000; AID 1381;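 active means plate z-score of nuclear minus cytoplasmic receptor signal below a set negative limit, without overly bright fluorescence or cell loss, cut at about -3.5 in these data, passing the limit was not always enough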;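 further: z-score of nuclear minus cytoplasmic ring GR-EGFP intensity difference per well; some compounds called inactive have numbers as strong as hits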
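Buffer or medium: Induction medium lacking tetracycline, stripped serum | Also added: Dexamethasone agonist, 1.0 µM final, for 30 min | Timing: 48 h induction, 1 h compound, 30 min dex at 37 °C | Detection: Formaldehyde fixation, Hoechst nuclear stain, 10x automated fluorescence imaging | Measure: Nuclear versus cytoplasmic GR-EGFP signal, averaged per well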
WT yeast gro inh mutant strain: also measured in WT yeast gro inh; calls as there; inhibition, %; mitochondrial fusion phenotypic screen, mutant strain inhibition
Dynein cargo inh cytoplasmic EGFP: also measured in Dynein cargo inh; calls as there; z-score; measured here: cytoplasmic GR-EGFP intensity; stronger effect = higher value
Dynein cargo inh nuclear GR-EGFP: also measured in Dynein cargo inh; calls as there; z-score; measured here: nuclear GR-EGFP intensity;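 lower value marks the stronger effect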
Dynein cargo inh cell count: also measured in Dynein cargo inh; calls as there; z-score; measured here: cell count per field
Ins promoter up cell count: recorded beside Ins promoter up, whose call it bears; cell count; measured here: cytotoxicity, nuclei count;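 total cells summed across four imaged fields per well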
b-catenin transl cell count 5 µM: recorded beside b-catenin transl, whose call it bears; cell count; measured here: cell count, cytotoxicity flag
MT stabilizer Hoechst-high %: second read-out of MT stabilizer, no call of its own (marks repeat the call); % Hoechst-high responders; measured here: nuclear condensation Hoechst responders;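 share of cells brighter than vehicle mean plus two SD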
MT stabilizer cytotoxicity %: recorded beside MT stabilizer, whose call it bears; toxicity, %; measured here: cytotoxicity by cell density;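 0% = mean cell density of plate MIN control wells and 100% = no cells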
Autophagy mod cell loss 18 h: further read-out of Autophagy mod, marked with its call; toxicity, %; measured here: cell loss, nuclei count;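 cell loss after 18 h compound exposure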
An asterisk follows results filed as active; i = inactive; ? = inconclusive; nt = no result given.

Each structure is followed by: MT stabilizer	Ins promoter up cell count	Ins promoter up	Yfh1-off respiration	Autophagy mod	Dynein cargo inh	Autophagy mod cell loss 18 h	Dynein cargo inh nuclear GR-EGFP	Dynein cargo inh cell count	Dynein cargo inh cytoplasmic EGFP	WT yeast gro inh mutant strain	AID2073	b-catenin transl cell count 5 µM	b-catenin transl	MT stabilizer Hoechst-high %	MT stabilizer cytotoxicity %	HIV peptide binding	WT yeast gro inh
1: CCOC(=O)C(NCCOC)(NC(C)=O)C(F)(F)F (stereo not drawn)
→ nt	1060	-0.26	i	nt	0.18	nt	0.076	0.25	-0.21	nt	-12%	1301	0.9	nt	nt	1.1%	nt
2: CCC(=O)c1ccc(OCC(O)CN2CCOCC2)cc1 (stereo not drawn)
→ 2.8	1160	-0.24	i	i	-0.93	-2	-0.44	0.94	-0.28	-3	-2%	1208	0.6	1.6	8.2	-2.5%	2
3: CCCC(=O)NNC(=O)CCC(=O)Nc1ccccc1Cl
→ 4.7	1247	-0.16	i	i	0.79	8	0.33	-0.22	-0.16	-24	1%	1085	-3.3	2.9	6.7	0.9%	-24
4: Cc1cn(-c2ccccc2)c(C)c1/C=N\Nc1nc(N2CCOCC2)nc(N2CCOCC2)n1
→ 0.7	1320	0.34	i	i	-0.48	7	-0.17	0.33	-0.21	-1	17%	1399	-0.2	0.8	4.5	-1.5%	-8
5: CC(=O)Nc1ccc(NC(=O)COC(=O)c2ccccn2)cc1
→ 2.0	1391	1.1	i	i	0.93	24	1.1	-1.2	0.45	3	2%	1134	-2.7	1.7	4.9	0.9%	-3
6: CC(C)c1ccc(-c2c(C#N)c(N)nc(SCC(=O)N3CCCCC3)c2C#N)cc1
→ 1.0	819	-0.1	i	i	-0.2	9	-0.21	0.28	-0.15	2	20%	nt	nt	1.2	7.5	2.8%	1
7: O=C1C2Sc3[nH]c(=O)sc3C(c3cc([N+](=O)[O-])ccc3O)C2C(=O)N1c1ccccc1 (stereo not drawn)
→ nt	1145	0.55	nt	nt	-0.74	nt	0.21	0.95	-0.068	nt	-17%	1275	-1.6	nt	nt	13%	nt
8: C[C@@H]1O[C@@H](O[C@H]2[C@H](Oc3cc(O)c4c(c3)O[C@H](c3ccc(O)cc3)CC4=O)O[C@H](CO)[C@@H](O)[C@@H]2O)[C@H](O)[C@H](O)[C@H]1O
→ 3.6	1174	-0.13	i	i	-0.95	4	-0.41	0.92	-0.33	-8	4%	1034	8.6	2.4	11	-0.7%	-6
9: CCOc1ccc(CCNC(=O)CN2CCN(Cc3ccccc3C)C2=O)cc1OCC
→ 3.0	1211	1.6	i	i	1.2	-1	1.2	-0.55	0.019	-1	-6%	1130	-0.8	1.7	5.2	-0.9%	26
10: COc1ccc(/C(=N/OC(C)=O)c2nccc3cc(OC)c(OC)cc23)cc1OC
→ nt	1064	0.91	i	nt	-0.22	nt	0.32	0.03	-0.17	nt	17%	1288	-0.1	nt	nt	0.0%	nt
11: CCOC(=O)N1CCN(c2ncnc3c2oc2nc(C(C)C)c4c(c23)CCC4)CC1
→ 3.1	1015	-0.36	i	i	-0.57	-8	-0.074	-0.23	-0.19	-17	21%	758	-2.2	2.0	8.4	25%	7
12: CCN(CC)S(=O)(=O)c1ccc(/C=C/C(=O)OCC(=O)Nc2ccc(C(N)=O)cc2)cc1
→ 5.5	1241	0.7	i	i	-1.2	3	-0.089	1.3	-0.27	7	28%	1109	-0.6	1.4	6.6	-0.8%	-4
13: C=CCc1ccc(OCC(O)CN2CCCCC2C)c(OC)c1 (stereo not drawn)
→ 1.7	985	0.02	i	i	1.1	14	0.45	-0.2	-0.19	nt	-5%	1175	0.6	2.1	7.6	6.1%	nt
14: COCCOC(=O)C(C#N)c1nc2ccccc2nc1N1CCCC1 (stereo not drawn)
→ 2.2	1516	-0.1	i	i	-0.2	-17	0.071	0.47	0.44	0	-1%	1000	-7.8	2.4	3.8	-1.9%	-2
15: CC(C)CCN1C(=O)c2ccc(C(=O)Nc3cccc(S(N)(=O)=O)c3)cc2C1=O
→ 3.6	1390	0.47	i	i	0.079	5	-0.24	0.093	0.18	1	6%	552	-5.1	2.5	0.6	0.1%	7

(listing goes on)
Each structure is followed by: MT stabilizer	Ins promoter up cell count	Ins promoter up	Yfh1-off respiration	Autophagy mod	Dynein cargo inh	Autophagy mod cell loss 18 h	Dynein cargo inh nuclear GR-EGFP	Dynein cargo inh cell count	Dynein cargo inh cytoplasmic EGFP	WT yeast gro inh mutant strain	AID2073	b-catenin transl cell count 5 µM	b-catenin transl	MT stabilizer Hoechst-high %	MT stabilizer cytotoxicity %	HIV peptide binding	WT yeast gro inh
16: Cc1sc2nc(CSc3ccc([N+](=O)[O-])c(C(F)(F)F)c3)[nH]c(=O)c2c1C
→ 2.7	1168	0.14	i	i	-1.2	3	-0.84	0.95	0.22	1	7%	920	3.1	2.6	7.4	11%	-12
17: CN(C)c1ccc(C(CC(=O)c2ccccc2)C2CCCCC2=O)cc1 (stereo not drawn)
→ 4.4	1431	-0.48	i	i	-0.038	33	-0.16	-0.36	-0.18	22	25%	956	1.8	2.6	8.4	5.4%	-1
18: CC(=O)N1CCc2cc(S(=O)(=O)CCC(=O)N3CCc4ccccc4C3)ccc21
→ 1.0	1019	0.63	i	i	-0.34	4	-0.18	0.14	-0.24	-1	-4%	nt	nt	1.6	10	12%	-15
19: CSCCC(NC(=O)CCN1C(=O)c2ccccc2C1=O)C(=O)O (stereo not drawn)
→ 3.3	1761	0.68	i	i	0.16	-7	0.073	0.44	-0.16	-8	-7%	1093	-2.0	2.5	2.4	1.7%	3
20: Nc1nc(Nc2ccccc2Br)nc(C(F)(F)F)n1
→ 6.8	2245	0.95	i	i	-0.096	13	0.28	1.2	-0.21	-7	-5%	1059	-0.3	2.6	7.1	-2.0%	7
21: CCn1cnc2cc(NCc3ccc(N(C)C)cc3)ccc21
→ 0.7	1127	1.8	i	i	-1.1	-4	0.12	0.33	-0.3	10	-13%	992	-2.8	2.3	6.3	-0.1%	4
22: Cc1cc2oc(=O)cc(CN3CCC(C)CC3)c2cc1Cl
→ 3.8	930	-1.1	i	i	-0.82	4	-0.46	1.1	-0.37	10	3%	1163	-0.3	2.3	6.2	-2.7%	6
23: c1ccc(Sc2cnc3ccccc3n2)cc1
→ 0.5	1208	1.1	i	i	-0.43	-7	0.14	-0.17	0.51	6	-4%	1231	-1.3	1.0	8.9	-1.4%	-3
24: Brc1ccc(C2=Nn3c(nnc3-c3n[nH]c4c3CCC4)SC2)cc1
→ 34*	1279	-0.53	i	i	-0.38	37	-0.082	0.44	-0.32	28	3%	465*	146*	27*	53*	-1.7%	-5
25: CCCCNC(=S)NC1CCCC1
→ 4.7	1432	-0.05	i	i	-0.81	4	-0.63	0.42	-0.27	18	-1%	1173	-1.5	3.2	11	1.0%	-1
26: Cc1nc(Cl)c(C(=O)NC(=O)NCc2ccccc2)c(C)c1Cl
→ 1.9	1348	-0.45	i	i	-0.84	10	-0.31	0.87	-0.2	19	7%	1156	0.8	2.6	2.0	-1.3%	14
27: O=C(O)c1cccc(N2C(=O)c3ccc(Oc4ccc(Cl)cc4)cc3C2=O)c1
→ 5.3	1389	0.94	i	i	-0.26	10	-0.33	0.79	-0.3	5	11%	992	1.7	2.1	6.7	11%	2
28: CCCn1nc2cc(C(=O)NCc3ccc4c(c3)OCO4)ccc2c1OCC
→ 2.0	1441	-0.29	i	i	0.08	36	0.45	-0.023	-0.2	0	5%	1446	-1.6	1.9	9.3	-4.3%	6
29: CN(C)/C=N/c1nc2nccc(-c3ccc(Cl)cc3)n2n1
→ 3.7	1257	0.74	i	i	0.11	-1	0.095	0.52	-0.34	4	?	1113	3.5	3.2	5.2	-0.7%	-3
30: CC(C)Cn1c(N)c(C=O)c(=O)n(C)c1=O
→ 2.7	1133	0.63	i	i	-1.1	-1	-0.72	0.51	-0.23	-6	2%	1030	1.5	1.9	1.9	-0.7%	13
31: O=C(O)c1cc(NCc2ccc3c(c2)OCO3)ccc1N1CCOCC1
→ 1.8	nt	nt	i	i	0.72	-3	0.31	-0.13	-0.23	-14	2%	983	-4.7	2.3	16	-0.2%	-8
32: CN(C)C(=O)c1ccc(COc2ccccc2Br)o1
→ 4.6	1206	0.86	i	i	0.038	-10	0.038	-0.43	-0.29	1	-2%	nt	nt	2.2	3.2	-2.4%	0
33: CCCCCn1c(Sc2nc3ccccc3s2)nc2c1c(=O)[nH]c(=O)n2C
→ 1.9	nt	nt	i	i	-0.43	27	-0.32	-0.23	-0.2	18	6%	860	-2.9	1.6	6.1	0.0%	16
